Pol eta inh = qHTS for Inhibitors of Polymerase Eta; DNA polymerase eta (Homo sapiens), Q9Y253; recombinant Pol eta, fluorescent DNA replication assay; Potency, µM (titrated, usually from 114 µM), for inactives: top-dose activity change, negative = inhibition, most hits filed as inhibitors; actives 1.2% (n = 390,000); AID 588591, 2011; also: % is scaled to controls: 0 for no effect and ±100 for the full control effect
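Pol eta at 10 nM preincubated with compounds 15 min at room temperature; reaction started with fluorescent substrate (50 nM final) and read kinetically at 0 and 10 min.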
POLB inh = qHTS Assay for Inhibitors of DNA Polymerase Beta | P06746 | actives 1.3% (n = 340,000) | Potency, µM (series often up to 114 µM), for inactives: top-dose activity change, negative = inhibition, actives largely listed as inhibitors | Pol beta primer extension/strand displacement, fluorescence kinetic; also: % is scaled to controls: 0 for no effect and ±100 for the full control effect
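Kinetic readout of DNA synthesis with strand displacement by Pol beta. Compound and 10 nM enzyme sit 15 min at room temperature; 50 nM substrate starts the reaction, read immediately and at 10 min.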
BLM helicase inh = qHTS Assay for Inhibitors of Bloom's syndrome helicase (BLM) | recombinant BLM DNA unwinding, fluorescence dequenching | Potency, µM (top dose mostly 56.1 µM), for the others: at the highest dose activity change, negative = inhibition, actives largely listed as inhibitors | actives 0.2% (n = 350,000) | AID 2528, 2010;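 also: plate controls were vehicle for no effect and no enzyme for full effect; nearly all actives have a fitted effect of over 35% in size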
APEX1 inh = qHTS Assay for Inhibitors of the Human Apurinic/apyrimidinic Endonuclease 1 (APE1); DNA repair nuclease/redox regulator APEX1 (Homo sapiens), P27695; recombinant APE1, TAMRA/BHQ-2 abasic DNA cleavage fluorescence; Potency, µM (top dose mostly 65.8 µM), for the others: at the top dose activity change, negative = inhibition, hits mostly inhibitors; actives 0.35% (n = 350,000);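 also: plate controls were vehicle for no effect and reference inhibitor for full effect; nearly all actives have a fitted effect of over 55% in size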
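Compound pre-exposure to 0.75 nM APE1, 15 min at ambient temperature. Reaction initiated with 50 nM TAMRA/BHQ-2 THF substrate, read immediately in kinetic mode, 525 nm excitation, 598 nm emission.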
Anesthetic bind = qHTS Assay for Identification of Novel General Anesthetics | Ferritin light chain (Equus caballus), P02791 | apoferritin/1-aminoanthracene competitive binding, fluorescence | Potency, µM (series often up to 77.5 µM), without a hit: at the highest dose activity change, negative = displacement, usual class: inhibitors | actives 0.074% (n = 350,000); also: % is scaled to controls: 0 for no effect and ±100 for the full control effect; nearly all actives have a fitted effect of over 20% in size
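Steps: apoferritin (10 uM) was premixed with half-saturated 1-AMA in PBS, compounds were pin-transferred, plates stood 10 min at room temperature, fluorescence was read at 380/535 nm, and curves were fitted with a Hill equation.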
POLK inh = qHTS for Inhibitors of Polymerase Kappa. purified Pol kappa, fluorescent DNA synthesis assay, 10 min. Potency, µM (top dose mostly 107 µM), for the others: at the highest dose activity, negative = inhibition, most hits filed as inhibitors. actives 0.53% (n = 400,000); also: % is scaled to controls: 0 for no effect and ±100 for the full control effect
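Fluorescent qHTS in 1536-well format: enzyme (10 nM) and compound sat 15 min at room temperature before 50 nM substrate (final) was added. Signal taken at 0 and 10 min; no-enzyme buffer wells were negative controls.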
G9a inh = qHTS Assay for Inhibitors of Histone Lysine Methyltransferase G9a; actives 8.8% (n = 350,000); G9a H3K9 monomethylation, AlphaScreen, 2 h; Potency, µM (top dose mostly 102 µM), without a hit: at the highest dose activity, negative = inhibition, most hits filed as inhibitors; AID 504332, 2011; also: % is scaled to controls: 0 for no effect and ±100 for the full control effect; nearly all actives have a fitted effect of over 75% in size
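Chemiluminescent proximity detection of H3K9 monomethylation, read after 10 min bead incubation in the dark. Reaction: 20 nM G9a, 500 nM biotin-H3K9 peptide, 20 uM SAM cofactor, 2 h, room temperature, following 15 min enzyme-compound preincubation.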
BAZ2B inh = qHTS Assay for Inhibitors of BAZ2B; AlphaScreen BAZ2B-H3K14Ac peptide displacement; actives 4.4% (n = 360,000); Potency, µM (doses to about 114 µM), for the others: top-dose activity change, negative = inhibition, actives largely listed as inhibitors; also: % is scaled to controls: 0 for no effect and ±100 for the full control effect; nearly all actives have a fitted effect of over 60% in size
Target sequence (Q9UIF8 whole entry, looked up): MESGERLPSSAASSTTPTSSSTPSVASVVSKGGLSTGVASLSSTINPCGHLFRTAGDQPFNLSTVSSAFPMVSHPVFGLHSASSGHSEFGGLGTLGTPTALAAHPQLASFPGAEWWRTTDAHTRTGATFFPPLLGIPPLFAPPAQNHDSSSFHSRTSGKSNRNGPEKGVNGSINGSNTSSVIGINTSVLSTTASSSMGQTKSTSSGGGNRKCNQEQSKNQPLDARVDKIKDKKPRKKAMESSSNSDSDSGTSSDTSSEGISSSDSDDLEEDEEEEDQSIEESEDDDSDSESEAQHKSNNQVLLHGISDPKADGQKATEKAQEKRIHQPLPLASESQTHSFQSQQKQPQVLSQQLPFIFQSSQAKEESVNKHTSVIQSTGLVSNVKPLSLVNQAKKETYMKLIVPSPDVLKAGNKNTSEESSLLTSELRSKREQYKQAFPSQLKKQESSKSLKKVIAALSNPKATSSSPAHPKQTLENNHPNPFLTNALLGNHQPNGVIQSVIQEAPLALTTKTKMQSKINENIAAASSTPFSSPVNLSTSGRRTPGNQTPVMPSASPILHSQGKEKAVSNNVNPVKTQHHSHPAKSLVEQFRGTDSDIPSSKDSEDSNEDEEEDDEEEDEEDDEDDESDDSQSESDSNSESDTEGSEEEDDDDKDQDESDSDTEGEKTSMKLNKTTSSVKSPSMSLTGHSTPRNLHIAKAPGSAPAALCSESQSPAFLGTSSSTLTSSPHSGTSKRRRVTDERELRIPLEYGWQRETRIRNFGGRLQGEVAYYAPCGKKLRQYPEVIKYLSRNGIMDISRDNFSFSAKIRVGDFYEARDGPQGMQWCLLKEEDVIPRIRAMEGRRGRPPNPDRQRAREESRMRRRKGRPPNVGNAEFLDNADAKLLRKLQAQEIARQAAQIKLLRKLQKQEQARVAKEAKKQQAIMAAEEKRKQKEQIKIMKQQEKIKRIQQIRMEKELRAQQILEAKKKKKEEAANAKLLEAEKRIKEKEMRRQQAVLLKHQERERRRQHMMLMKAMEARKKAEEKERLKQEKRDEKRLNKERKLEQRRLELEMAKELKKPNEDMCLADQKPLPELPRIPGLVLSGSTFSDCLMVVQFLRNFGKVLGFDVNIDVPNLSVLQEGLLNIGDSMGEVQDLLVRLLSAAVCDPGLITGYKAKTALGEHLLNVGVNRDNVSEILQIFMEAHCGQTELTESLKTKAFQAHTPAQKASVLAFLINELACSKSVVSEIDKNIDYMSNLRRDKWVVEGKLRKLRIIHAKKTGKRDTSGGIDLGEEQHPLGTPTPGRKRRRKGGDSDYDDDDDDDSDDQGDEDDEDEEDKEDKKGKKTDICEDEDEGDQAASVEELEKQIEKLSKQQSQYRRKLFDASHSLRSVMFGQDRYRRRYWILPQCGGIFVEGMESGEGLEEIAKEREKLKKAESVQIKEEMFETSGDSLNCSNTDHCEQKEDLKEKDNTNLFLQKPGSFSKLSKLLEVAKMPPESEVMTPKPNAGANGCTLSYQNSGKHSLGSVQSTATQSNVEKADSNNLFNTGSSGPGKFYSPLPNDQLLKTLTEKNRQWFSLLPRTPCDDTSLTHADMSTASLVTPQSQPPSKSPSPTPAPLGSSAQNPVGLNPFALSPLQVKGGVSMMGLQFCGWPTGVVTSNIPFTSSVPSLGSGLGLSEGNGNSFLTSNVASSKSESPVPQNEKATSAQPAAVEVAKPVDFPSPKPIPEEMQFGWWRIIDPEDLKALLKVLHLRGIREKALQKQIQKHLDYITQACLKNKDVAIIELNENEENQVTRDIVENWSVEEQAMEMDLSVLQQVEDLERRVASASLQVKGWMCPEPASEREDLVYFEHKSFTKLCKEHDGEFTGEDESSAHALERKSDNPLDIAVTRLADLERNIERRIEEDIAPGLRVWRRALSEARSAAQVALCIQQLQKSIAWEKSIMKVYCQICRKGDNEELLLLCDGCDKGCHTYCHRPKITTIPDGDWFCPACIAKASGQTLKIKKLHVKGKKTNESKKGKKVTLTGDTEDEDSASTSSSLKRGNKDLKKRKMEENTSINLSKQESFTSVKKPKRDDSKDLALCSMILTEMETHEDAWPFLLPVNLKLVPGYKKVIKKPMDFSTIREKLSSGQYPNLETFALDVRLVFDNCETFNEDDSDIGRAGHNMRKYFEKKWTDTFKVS
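AlphaScreen displacement: compounds (up to 110uM) incubated 30 min at room temperature with a preformed 50 nM BAZ2B/50 nM biotinylated H3K14Ac peptide complex in PBS pH 7.4 with Tween-20. Donor and acceptor beads at 10 ug/mL final added, 20 min light-protected before reading.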
Pol iota inh = qHTS for Inhibitors of Polymerase Iota. actives 1% (n = 390,000). Pol iota fluorescent replication assay, 10 min. DNA polymerase iota (Homo sapiens), Q9UNA4. AID 588590, 2011. Potency, µM (highest dose often 115 µM), for inactives: top-dose activity, negative = inhibition, usual class: inhibitors
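Pol iota at 10 nM preincubated 15 min with compounds at room temperature; reaction started with fluorescent substrate, 50 nM final. Fluorescence read kinetically at 0 and 10 min; buffer-only wells as negative control.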
Active calls of the source: *; ? = inconclusive; . = not tested or not shown; & = joins results of further samples; [ ] = another dose, or the depositor's remark. Calls follow the shape of the dose curve; as a rule, active = well fitted curve in the direction sought with a large enough effect; inconclusive = small, poorly fitted or top-dose-only effect, or another doubt; inactive = no such curve, though single readings can be large; an effect the other way counts as inactive or inconclusive. Potency is read from the fitted curve at half-maximal effect. These rows are one share of the data; count on the stated rates, not on these rows.

entry	Molecule	Pol eta inh	POLB inh	BLM helicase inh	APEX1 inh	Anesthetic bind
1	COc1ccc(OC)c(NC(=O)c2ccc3c(Cl)c4c(nc3c2)CCCC4)c1	-17%	22%	-5%	.	-9%
2	COc1cccc(NC(=O)CCS(=O)(=O)c2ccc3c(c2)oc(=O)n3C)c1	5%&-21%	-2%&2%	-3%&1%	47%	-6%&-1%
3	Cc1ccc(NC(=O)CNS(=O)(=O)c2ccc(F)cc2)cc1C	-13%	50%	-2%	2%	8%
4	Cc1ccnc(NC(=O)CNC(=O)c2sc3ccccc3c2Cl)c1	-12%	.	.	-10%	.
5	COCCn1c(=NC(=O)C(C)(C)C)sc2cc([N+](=O)[O-])ccc21	-14%	82%	0%	2%	2%
6	CCOc1ccc2nc(NCCO)[nH]c2c1	-13%	?	-4%	0%	-10%
7	CC(C)(C)C(=O)N1CCC(O)(CS(=O)(=O)Cc2ccccc2)CC1	-14%	6%	-1%	-2%	0%
8	CCCCSc1nnc(-c2cc3c(C(F)(F)F)nn(C)c3s2)n1C	-14%	51%	-3%	7%	?
9	COc1ccc(C2NC(=O)c3c(sc4c3CCN(C)C4)N2)cc1O (stereo unspecified)	.	19%	-10%	.	7%
10	CCCc1n(CC(O)COC2CCCCC2)c2ccccc2[n+]1C (stereo unspecified)	-15%	-20%	-1%	-2%	-16%
11	C=CCOc1ccc(/C=N/NC(=O)CC(=O)NC2CCCCC2)cc1	-14%	-4%	-3%	32%	?
12	CCc1cccc2c(C(=O)CN3C(=O)C(=O)N(C4CCCC4)C3=O)c[nH]c12	-13%	.	.	-22%	.

entry	POLK inh	G9a inh	BAZ2B inh	Pol iota inh
1	1%	5%[59 µM]	-4%	24%
2	-8%&-3%	21%	-26%	-8%&3%
3	-10%	23%[12.7 µM]	-4%	?
4	-11%	-3%	12%	11%
5	-23%	-10%[59 µM]	-6%	-1%
6	-7%	-2%[12.7 µM]	1%	0%
7	1%	10%	-1%	100%[activator]
8	2%	?	4%	?
9	-12%	?	-10%	9%
10	1%	?	?	?
11	-19%	11%	5%	8%
12	-7%	-7%[59 µM]	3%	3%

Other entries
entry	Molecule	Pol eta inh	POLB inh	BLM helicase inh	APEX1 inh	Anesthetic bind
13	Cc1cccc(C)c1OCC(=O)Nc1ccccc1N1CCCCC1	-10%	-7%	-9%	13%	-9%
14	CCc1ccc(CN2CCCC(CNC(=O)c3cc(OC)cc(OC)c3)C2)cc1 (stereo unspecified)	-22%	10%	-6%	-12%	-19%
15	Cc1csc(=Nc2ccccc2)n1C	-16%	-17%	0%	13%	-12%
16	Cc1ccc2[nH]c3c(=O)n(CC(=O)NCCCN4CCN(c5ccc(F)cc5)CC4)ncc3c2c1	-18%&-25%	1%&-21%	0%&1%	8%	-5%&1%
17	O=C(CNC(=S)NC(=O)c1ccc(Cl)cc1)c1ccccc1	1%	14%	-3%	?	-2%
18	O=C(NN=C1c2ccccc2-c2ccccc21)c1ccccc1	3%	?	55%[activator]	13µM*	-5%
19	c1csc(C2=Nn3c(nnc3-c3ccncc3)SC2)c1	-13%	5%	2%	7%	-9%
20	Cc1nc(-c2cccc(F)c2)sc1CCNC(=O)c1ccc(F)c(F)c1	-10%	-11%	-7%	.	-12%
21	CC(/C=N\NC(=O)c1ccc(C)nc1)=C\c1ccccc1	-17%	1%	-2%	1%	-1%
22	CNC(=O)C1C2C=CC3(O2)C1C(=O)N(CCOC)C3C(=O)NCc1ccc(OC)cc1 (stereo unspecified)	-14%	9%	1%	0%	-3%
23	CCc1ccc(-c2nc(CS(=O)CC(=O)NC3CC3)c(C)o2)cc1 (stereo unspecified)	-3%	25%	-3%	10%	-4%
24	Cc1ccc(CNC(=O)c2nnn(Cc3ccc(F)cc3)c2N)cc1	?	?	-5%	.	-13%

entry	POLK inh	G9a inh	BAZ2B inh	Pol iota inh
13	-4%	120%[activator]	9%	-12%
14	2%	13%	3%	17%
15	-2%	?	50µM*	-5%
16	-15%&-12%	9%&-20%[59 µM]	-12%	2%&8%
17	-10%	?	-14%	-6%
18	-11%	10µM*	28µM*	4%
19	-8%	-14%[0.501 µM]	?	17%
20	-6%[60.1 µM]	25%[59 µM]	14%	-18%
21	-3%	16%	5%	13%
22	5%	?	16%	22%
23	2%	?	-24%	11%
24	-18%	-23%[59 µM]	-21%	-24%

The listing continues:
entry	Molecule	Pol eta inh	POLB inh	BLM helicase inh	APEX1 inh	Anesthetic bind
25	Cc1ccc2nc(Cl)c(C3CC(c4cccs4)=NN3C(=O)CCC(=O)O)cc2c1 (stereo unspecified)	3%	5%	3%	-12%	-3%
26	COc1ccc(OC)c(S(=O)(=O)Nc2cc3c4c(c2)C(C)C(=O)N4CCC3)c1 (stereo unspecified)	2%	.	.	6%	.
27	CCC(C)Sc1nnc(NC(=O)C2CCN(C(=O)c3ccco3)CC2)s1 (stereo unspecified)	-4%	4%	-5%	-2%	-13%
28	O=C(NCC1CCCO1)C1CCN(C(=O)c2ccc(Cl)cc2)CC1 (stereo unspecified)	?	-15%	-4%	3%	-11%
29	NS(=O)(=O)c1ccc(CNS(=O)(=O)c2cc(C(=O)O)ccc2Cl)cc1	20µM*	?	-3%	?	-2%
30	CCc1cccc(NC(=O)COC(=O)c2cn(CC)c3nc(C)ccc3c2=O)c1	-7%	0%	-5%	.	?
31	O=C(NCCc1ccc(Cl)cc1)c1cnccn1	-21%	30%	-5%	-4%	-10%
32	CCC(=O)c1ccc(OCC(=O)OCC(=O)N(C)CC(=O)Nc2ccc(F)cc2)cc1	-16%	.	.	1%	.
33	CCCN(c1ccc(OCC)cc1)S(=O)(=O)c1ccc2c(c1)CCN2C(=O)CCC(=O)O	-8%	5%	-2%	-2%	-18%
34	Cc1ccc(CC(=O)Nc2cccc(S(=O)(=O)N3CCOCC3)c2)cc1	-21%	?	-7%	7%	-8%
35	CCOC(=O)c1[nH]c2ccccc2c1NC(=O)C1CCCCC1	-7%	2%	1%	2%	26%
36	O=c1c(OC2OC(CO)C(O)C(O)C2OC2OC(CO)C(O)C(O)C2O)c(-c2ccc(O)cc2)oc2cc(O)cc(O)c12 (stereo unspecified)	11µM*	22µM*	-20%	8.9µM*	-10%

entry	POLK inh	G9a inh	BAZ2B inh	Pol iota inh
25	-14%	?	?	39%[activator]
26	4%	-4%	-10%	59%[activator]
27	3%	-11%	-6%	33%[activator]
28	-8%	-4%[12.7 µM]	0%	4%
29	-70%	10%[12.7 µM]	-25%	?
30	2%	-3%[59 µM]	3%	5%
31	-1%	-3%	-11%	34%[activator]
32	-7%	25%[0.501 µM]	13%	20%
33	-10%	27%[0.501 µM]	-33%	3%[58.9 µM]
34	-15%	13%	-2%	6%
35	-7%[60.1 µM]	-26%[59 µM]	4%	3%
36	50µM*	-14%[59 µM]	-19%	28µM*

New compounds follow.
entry	Molecule	Pol eta inh	POLB inh	BLM helicase inh	APEX1 inh	Anesthetic bind
37	COc1cc2oc(=O)ccc2cc1[C@H](O)[C@@H](O)C(C)(C)O	-5%	.	.	-8%	.
38	CN=C(C)c1c(O)c2ccccc2oc1=O	-12%	-23%	2%	?	-1%
39	CCCCOC(=O)c1ccc(NC(=S)NC(=O)c2c(Cl)cnn2C)cc1	-13%	35%	-2%	1%	-21%
40	CC(C)(C)n1cnc(C(N)=O)c1N	-14%	5%	-3%	2%	-3%
41	COc1ccccc1-c1ccc(SCC(=O)Nc2cc(C)on2)nn1	7%	-1%	4%	10%	-21%
42	CC(=O)Nc1ccc(SCC(Cc2ccccc2)N2CCN(CCc3ccccc3)CCC2=O)cc1 (stereo unspecified)	.	.	0%	-3%	-10%
43	COc1cccc(N(C(C)=O)c2nc(C)cc(C)c2C#N)c1	-4%	11%	1%	4%	6%
44	CC(=O)c1ccc(NC(=S)NCCc2cccc(Cl)c2)cc1	-7%	1%	-5%	5%	?

entry	POLK inh	G9a inh	BAZ2B inh	Pol iota inh
37	-12%	3%[2.33 µM]	-6%	4%
38	-9%	11%	-6%	12%
39	4%	-1%	3%	-12%
40	3%	?	-8%	21%
41	2%	?	.	52%[activator]
42	-6%	.	.	0%
43	-22%	-6%[12.7 µM]	-1%	10%
44	-11%	23%	?	13%
